# sgs1 mgt1: NCI yeast anticancer drug screen, S. cerevisiae sgs1 mgt1 strain. AID 161. 10% of 78,000 active. growth inhibition, % at 50 µM;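 also: 0% = growth of vehicle-only cultures of the same strain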
#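 Percent growth inhibition was derived by comparing compound-exposed mutant yeast with vehicle-exposed cultures. The strain carries alterations in DNA damage repair.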
# yeast mec2-1: NCI yeast anticancer drug screen, S. cerevisiae mec2-1 strain; % growth inhibition at 50 µM; 9% of 79,000 active;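 also: 0% = growth of vehicle-only cultures of the same strain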
#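 Readout is yeast growth inhibition, normalised to vehicle-treated controls, in the mec2-1 strain exposed to compound.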
# bub3: NCI yeast anticancer drug screen, S. cerevisiae bub3 mutant strain | % growth inhibition at 50 µM | AID 167 | 9.9% of 78,000 active;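 also: 0% = growth of vehicle-only cultures of the same strain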
#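 Inhibition values come from growth of compound-treated mutant yeast normalised to vehicle-treated controls.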
# cln2 rad14: NCI yeast anticancer drug screen, S. cerevisiae cln2 rad14 strain | AID 165 | growth inhibition, % at 50 µM | 8.3% of 78,000 active;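 also: 0% = growth of vehicle-only cultures of the same strain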
#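 Growth inhibition, relative to vehicle-treated controls, is the read-out. The test organism is a yeast strain with defined genetic alterations, cln2 rad14.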
# yeast rad50: NCI yeast anticancer drug screen, S. cerevisiae rad50 strain; growth inhibition, % at 50 µM; 10% of 79,000 active;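 also: 0% = growth of vehicle-only cultures of the same strain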
#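 DNA repair mutant yeast, compound exposure, growth read-out; inhibition is taken relative to vehicle.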
# mlh1 rad18: NCI yeast anticancer drug screen, S. cerevisiae mlh1 rad18 strain; growth inhibition, % at 50 µM; 11% of 79,000 active;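 also: 0% = growth of vehicle-only cultures of the same strain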
#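 Steps: expose repair-defective yeast to compound; measure growth; express inhibition against vehicle-treated controls.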
# Active calls of the source: *; & = joins results of further samples; ! = a repeat was not active. Rule as the data show it: active = growth inhibition above about 70%; inactive = the rest. Outcome played no part in choosing rows; about 14% have a hit in one of these screens.
no.	SMILES	sgs1 mgt1	yeast mec2-1	bub3
1	CN(C(=S)c1ccccc1)c1ccccc1	69	82*	97*
2	CCN(CC)CCCNc1cccc2ccc(OC)nc12	66	13	52
3	O=C(O)CN(CC(=O)O)Cc1ccn(-c2cccc(-n3ccc(CN(CC(=O)O)CC(=O)O)n3)n2)n1	17	18	12
4	CCC(C#N)NCc1cccc(CNC(C#N)CC)c1 (stereo not given)	-48	7	-15
5	O=C1C=C(Nc2ncn[nH]2)c2ccccc2C1=O	9	15	-4
6	COc1ccc(C(c2ccccc2)N2C(=O)CCC2C(=O)O)cc1OC (stereo not given)	-9	14	8
7	NC(=O)CNC(=O)C1CCCN1C(=O)C1CCCCNOC(=O)CCC(NC(=O)OCC2c3ccccc3-c3ccccc32)C(=O)NC(Cc2c[nH]c3ccccc23)C(=O)N1 (stereo not given)	-22	-15	4
8	O=C1OC2OC3OC(=O)C4C3CC2C14 (stereo not given)	-1	15	23

no.	cln2 rad14	yeast rad50	mlh1 rad18
1	59	97*	92*
2	33	74*	54
3	10	11	7
4	-14	1	-23
5	4	19	8
6	21	-19	-9
7	18	-16	-6
8	10	8	16

# Later entries
no.	SMILES	sgs1 mgt1	yeast mec2-1	bub3
9	CCO/N=C(\CC)C(N)=O	-12	3	17
10	CCCCCCCCOCC(=O)O	10	2	19
11	O=C1NC(=S)N/C1=C\c1ccc(Cl)cc1	15	-5	-9
12	CC(=O)NC(CCCCN)C(=O)NCc1ccccc1 (stereo not given)	-12	-12	-19
13	CC1(c2cccc[n+]2Cc2ccccc2S(=O)(=O)[O-])OCCO1	-9	-4	-4
14	NC(=S)c1ccc[n+]([O-])c1	20	10	7
15	CC1(C)c2ccccc2C(=O)C12CCC(=O)CC2	19	-3	19
16	CCOC(=O)Cn1cnc2sc3c(c2c1=O)CCCC3	31	21	19

no.	cln2 rad14	yeast rad50	mlh1 rad18
9	11	-10	-3
10	5	12	13
11	-6	-6	-40
12	11	-2	-20
13	0	6	-22
14	-14	16	7
15	26	9	18
16	29	13	36

# Following part
no.	SMILES	sgs1 mgt1	yeast mec2-1	bub3
17	Nc1nc(N)c2c(n1)NCN(OCOc1ccc(Cl)cc1)C2	-5	-6	8
18	COC(=O)c1cc(-c2ccc(O)c(OC)c2)n2c(NC(=O)Nc3ccc(Cl)cc3)nnc2n1	-4	-8	14
19	CC(C)CCCC(C)C1CCC2C3C(=O)C=C4CCCCC4(C)C3CCC12C (stereo not given)	5	-23	-1
20	Cc1c(C)c(C)c(CN2CCC(C)CC2)c(C)c1C	-15	10	3
21	NC(=O)N(c1ccccc1)c1ccccc1	-23	3	-19
22	CCC(CC)c1ccc2ccccc2c1	-12	1	-7
23	CCCCOC(=O)C(CC)(CCCCC(C)(C)C)C(=O)OCCCC	7	-10	11
24	CCOC(=O)C(C)OC(=O)C(C)OC(C)=O (stereo not given)	17	24	2

no.	cln2 rad14	yeast rad50	mlh1 rad18
17	-22	-5	2
18	-2	0	-24
19	-15	28	1
20	-18	-3	-9
21	-30	-42	2
22	-20	-22	-11
23	10	6	-15
24	9	5	-8

# Following part:
no.	SMILES	sgs1 mgt1	yeast mec2-1	bub3
25	Cc1ccc(N(C)S(=O)(=O)c2ccccc2)cc1	15	-31	23
26	NNc1ccccc1[N+](=O)[O-]	85*	89*	89*
27	O=C1c2ccccc2C(=O)C1C(c1ccc([N+](=O)[O-])cc1)C1C(=O)c2ccccc2C1=O	0	12	10
28	Nc1c(Br)cc2[nH]c(=O)c3cc(Br)ccc3c2c1Br	13	2	4
29	Brc1cc2nn(-c3ccccc3)nc2c2nonc12	-22	-18	-12
30	CC1(c2ccc(Cl)cc2)NC(=O)N(CC(N)=O)C1=O (stereo not given)	-11	0	-8
31	CC(CO)(CO)N=Cc1cc(I)cc(I)c1O	100*	100*	99*
32	Cc1[nH]ccc2c1[nH]c1cc(=O)ccc12	5	-20	-8

no.	cln2 rad14	yeast rad50	mlh1 rad18
25	4	11	5
26	77*	89*	83*
27	8	0	1
28	-9	31	-5
29	9	-32	-9
30	-11	4	9
31	99*	100*	100*
32	-8	8	16

# Going on with the list.
no.	SMILES	sgs1 mgt1	yeast mec2-1	bub3
33	CC(=O)/C(=C/n1ccc(=O)[nH]c1=S)C(=O)Nc1ccccc1C	-17	-47	10
34	CCCCCCCCCCCCCCCCCC[n+]1ccc(C(C)CC)cc1 (stereo not given)	99*	100*	99*
35	C[n+]1c(-c2ccc(/C=N\NC(=O)c3ccc(C(=O)N/N=C/c4ccc(-c5cn6ccsc6[n+]5C)cc4)cc3)cc2)cn2ccsc21	84*	87*	84*
36	COC(=O)C1C2CCC3C2C(C)(C)CCCC31C (stereo not given)	-7	-8	-15
37	CC12CCC(O)CC1=CCC1C2CCC2(C)C3=NN=CC3CC12 (stereo not given)	98*	99*	99*
38	CCOC(=O)C1=C(C(=O)c2ccccc2)C(c2cccc([N+](=O)[O-])c2)C(C(=O)c2ccccc2)=C(C(=O)OCC)N1	26	26	38
39	COc1ccc(C(C#N)NNC(=O)Cc2ccccc2)cc1OC (stereo not given)	-64	-49	-42
40	N#CC(NNC(=O)Cc1ccccc1)c1ccccc1O (stereo not given)	-2	-10	-22

no.	cln2 rad14	yeast rad50	mlh1 rad18
33	8	-43	4
34	99*	99*	99*
35	87*	91*	91*
36	-36	-7	-2
37	99*	97*	100*
38	17	56	68
39	-20	-34	-42
40	-19	1	-13

# Other compounds:
no.	SMILES	sgs1 mgt1	yeast mec2-1	bub3
41	CC(=O)Nc1ccc(C(=O)/C=C/C(=O)O)c(O)c1	-3	-2	-5
42	CC(C)OC(=O)NNc1cccc(Cl)c1	97*	99*	99*
43	CC(C)(C)NC(=O)Oc1ccc(-c2ccccc2)cc1	33	27	18
44	CC(=O)C=P(c1ccccc1)(c1ccccc1)c1ccccc1	-22	0	11
45	CCNC1(C#N)CCN(Cc2ccccc2)CC1	-12	-29	-11
46	Cc1cccc(C(=O)OCC2CCCO2)c1 (stereo not given)	8	12	9
47	C[C@]12CC[C@H](O)C[C@@H]1CC[C@@H]1[C@@H]2CC[C@]2(C)C=CC[C@@H]12	47	33	95*
48	CCc1ccc(N=Nc2c(F)c(F)c(N(C)C)c(F)c2F)cc1	7	8	1

no.	cln2 rad14	yeast rad50	mlh1 rad18
41	-27	6	5
42	98*	96*	98*
43	-4	5	33
44	-144	13	9
45	12	6	24
46	-23	0	-3
47	78*	49	59
48	4	-2	-1

# (next part)
no.	SMILES	sgs1 mgt1	yeast mec2-1	bub3
49	CC(=O)N(C)c1ccc([N+](=O)[O-])cc1	21	-6	24
50	COc1ccc(-c2cn(-c3ccc(I)cc3)c3ncnc(N)c23)cc1	-11	2	13
51	CCC(C(=O)O)C(=O)O.[NH-]CC[NH-].[Pt+2]	-16&-8	-4&-8	2&1
52	COC(=O)C1(C)CC(c2ccccc2)=NC1c1ccccc1 (stereo not given)	32	2	43
53	Clc1ccc2c(NCCCCN=Cc3ccccc3)ccnc2c1	-14	-27	15
54	CCCCCCCCCCCCCCOc1ccc2ccccc2c1	6	7	-6
55	Clc1ccccc1C1SCc2nc3ccccc3n21 (stereo not given)	53	-8	26
56	CC(=O)C1=C(C)N2C(=NC3=C(CCc4ccccc43)C2c2ccc(F)cc2)S1 (stereo not given)	-15	-24	-22

no.	cln2 rad14	yeast rad50	mlh1 rad18
49	26	22	1
50	0	15	14
51	-14&-29	-13&-24	-24&-11
52	-2	25	58
53	-10	-10	-13
54	-10	22	-4
55	19	11	23
56	11	-6	-10

# Other compounds follow:
no.	SMILES	sgs1 mgt1	yeast mec2-1	bub3
57	Cc1c(N=Cc2ccc(N(CCC#N)CCC#N)cc2)c(=O)n(-c2ccccc2)n1C	2	-2	-5
58	Clc1ccccc1C=Nc1cccc2ccccc12	27	32	36
59	COC(=O)C(=[N+]=[N-])C(=O)c1ccc([N+](=O)[O-])cc1	40	24	21
60	O=C(O)C1OC(O)C(O)C(O)C1O (stereo not given)	-11	-10	-13
61	COC(=O)c1ccc(/C=C/c2cc(O)ccc2O)cc1	57	26	52
62	N=S(c1ccccc1[N+](=O)[O-])c1ccccc1[N+](=O)[O-]	76*!	22&17	27&37
63	CCc1cccc(CC)c1NC(=O)c1ccc(C)cc1	9	-30	-1
64	O=C(NNC(=O)/C(=C/c1cccc([N+](=O)[O-])c1)NC(=O)c1ccccc1)Nc1ccc(Cl)cc1	5	26	-4

no.	cln2 rad14	yeast rad50	mlh1 rad18
57	2	-9	9
58	14	22	23
59	42	65	42
60	-8	-14	11
61	44	16	75*
62	62&25	54&68	76*
63	7	-6	-4
64	-39	16	36

# (listing goes on)
no.	SMILES	sgs1 mgt1	yeast mec2-1	bub3
65	NC(=O)C1C2CC3C(C2)C31 (stereo not given)	-1	11	3
66	CC(C)CCCC(C)C1CCC2C3C(=O)C=C4CC(OC(=O)CCC(C)C)CCC4(C)C3CCC12C (stereo not given)	25	12	-1
67	O=c1nc(N2CCCC2)nc(N2CCCC2)s1	-9	1	-4
68	Cc1nc(N)[nH]c(=O)c1CCCN=Cc1ccc([N+](=O)[O-])cc1	14	6	32
69	CC(C)=CCc1ccc(O)cc1	-24	25	54
70	COC(=O)c1c(C)c(-c2ccccc2)c(-c2ccccc2)c(C)c1C(=O)OC	8	9	9
71	CC(=O)Oc1ccc(C2(c3ccc(OC(C)=O)cc3)C(=O)Nc3ccccc32)cc1	-6	-16	21
72	CC(=O)c1ccc(C(=O)O)cc1	2	-12	-4

no.	cln2 rad14	yeast rad50	mlh1 rad18
65	-1	3	5
66	20	0	0
67	-39	-11	7
68	8	4	30
69	35	-3	2
70	43	6	-6
71	-1	-11	-5
72	0	14	6

# (cont.)
no.	SMILES	sgs1 mgt1	yeast mec2-1	bub3
73	CCOC(=O)c1ccc2cc(OC)ccc2c1	8	3	32
74	Cc1cc(=O)n2nc(SCc3ccccc3)sc2n1	29	8	4
75	O=S(=O)(OCC1CC2C=CC1C2)c1ccc(Br)cc1 (stereo not given)	-4	7	55
76	CC(C)(C)SC(=S)SCC(=O)c1ccc(Cl)cc1	36	-1	28
77	COc1cccc(C(Nc2nncs2)Nc2nncs2)c1OC	5	-5	-10
78	O=C1NC(c2cccc(Cl)c2)N2C(=O)NC(c3cccc(Cl)c3)N12 (stereo not given)	19	17	22
79	CC(NC(=O)C(=O)c1c[nH]c2ccccc12)C(=O)O (stereo not given)	15	-22	26
80	CCC(=O)C1CCCCN1 (stereo not given)	-11	17	-3

no.	cln2 rad14	yeast rad50	mlh1 rad18
73	-3	10	7
74	2	11	-9
75	7	-16	4
76	29	32	15
77	-43	-4	10
78	19	23	38
79	0	3	14
80	-48	11	3

# Four entries from above, field by field:
76. CC(C)(C)SC(=S)SCC(=O)c1ccc(Cl)cc1
  sgs1 mgt1: 36
  yeast mec2-1: -1
  bub3: 28
  cln2 rad14: 29
  yeast rad50: 32
  mlh1 rad18: 15
77. COc1cccc(C(Nc2nncs2)Nc2nncs2)c1OC
  sgs1 mgt1: 5
  yeast mec2-1: -5
  bub3: -10
  cln2 rad14: -43
  yeast rad50: -4
  mlh1 rad18: 10
78. O=C1NC(c2cccc(Cl)c2)N2C(=O)NC(c3cccc(Cl)c3)N12 (stereo not given)
  sgs1 mgt1: 19
  yeast mec2-1: 17
  bub3: 22
  cln2 rad14: 19
  yeast rad50: 23
  mlh1 rad18: 38
79. CC(NC(=O)C(=O)c1c[nH]c2ccccc12)C(=O)O (stereo not given)
  sgs1 mgt1: 15
  yeast mec2-1: -22
  bub3: 26
  cln2 rad14: 0
  yeast rad50: 3
  mlh1 rad18: 14

# 3 entries from above, sorted by number of heavy atoms, rising:
no.	SMILES	sgs1 mgt1	yeast mec2-1	bub3
73	CCOC(=O)c1ccc2cc(OC)ccc2c1	8	3	32
79	CC(NC(=O)C(=O)c1c[nH]c2ccccc12)C(=O)O (stereo not given)	15	-22	26
27	O=C1c2ccccc2C(=O)C1C(c1ccc([N+](=O)[O-])cc1)C1C(=O)c2ccccc2C1=O	0	12	10

no.	cln2 rad14	yeast rad50	mlh1 rad18
73	-3	10	7
79	0	3	14
27	8	0	1
